esBAF inh – inhibitors of esBAF chromatin remodeling in mouse ES cells; Bmi1-luciferase knock-in reporter, 24 h; 100% = twice the neutral-well signal; 350,000 compounds, 2% hits; reporter increase, % at 12.5 µM; AID 602393; in the data active = activation above about 40%;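 also: 0% = median of the plate's neutral control wells and 100% = double that signal; a rise in the Bmi1 reporter signal indicates esBAF inhibition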
Xi reactivation – reactivates the inactive X chromosome in mouse fibroblasts. XiGFP mouse fibroblasts, % GFP-positive cells imaging, 3 d; cells co-treated with 5-aza-dC sensitizer; scaled so ellipticine positive control = 100%. activation, % at 7.58 µM. 360,000 compounds, 0.055% hits. AID 743238;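 active = mean normalized replicate activation at least 10% and every replicate at or above 10%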;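 also: 0% = median of on-plate neutral control wells and 100% = ellipticine 6 µM median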
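System: 68-5-11 XiGFP fibroblast line; Timing: 3 days compound exposure; Compound dosing: one concentration, pinned; Benchmarks: positive control ellipticine, 6 µM final; Buffer or medium: DMEM containing 5-aza-dC.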
RAD52 inh – blocks human RAD52 DNA annealing; inhibition, % at 18.7 µM; 360,000 compounds, 0.46% hits; recombinant RAD52 DNA annealing, FRET fluorescence; P43351;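 active = every replicate showing at least 50% inhibition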
Target sequence (P43351 whole entry, looked up): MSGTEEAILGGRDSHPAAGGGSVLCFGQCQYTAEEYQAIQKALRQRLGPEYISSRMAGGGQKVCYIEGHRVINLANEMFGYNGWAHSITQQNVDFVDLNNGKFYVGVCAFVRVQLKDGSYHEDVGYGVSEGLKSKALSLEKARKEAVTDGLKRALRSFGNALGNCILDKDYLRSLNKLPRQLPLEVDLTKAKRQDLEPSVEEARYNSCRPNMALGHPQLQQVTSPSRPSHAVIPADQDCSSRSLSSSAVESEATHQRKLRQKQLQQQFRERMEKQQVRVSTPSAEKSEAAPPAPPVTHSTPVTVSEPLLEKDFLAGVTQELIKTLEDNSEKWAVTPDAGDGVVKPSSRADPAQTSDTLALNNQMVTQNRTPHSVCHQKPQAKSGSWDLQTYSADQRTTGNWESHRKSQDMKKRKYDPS
EWS-Fli inh – EWS/Fli transcriptional activity inhibition; A673 NR0B1-luciferase reporter, viability-normalised; inhibition, % at 12.6 µM; 350,000 compounds, 0.67% hits; AID 651661;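 active = mean inhibition of at least 50% after viability correction, with every replicate also passing that limit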;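 also: firefly luciferase signal divided by Alamar Blue viability fluorescence both relative to DMSO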
S100A4 inh HTS – S100A4-myosin IIA interaction inhibition | S100A4/TAMRA-MyoIIA peptide fluorescence polarization | 360,000 compounds, 0.14% hits | inhibition, % at 10.7 µM | P26447 | AID 652163;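 active = mean inhibition of at least 70% across replicates, with every replicate also reaching that level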
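incubation = readout 5 min after mixing, signal stable up to 60 min | system = S100A4 monomer protein | buffer or medium = HEPES pH 7.2 with CaCl2, KCl, NaCl, DTT, Triton | benchmarks = neutral control DMSO, positive control TFP | also added = fluorescent myosin IIA peptide, 5 nM | compound dosing = one concentration per compound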
FN deposit inh – fibronectin deposition inhibition. inhibition, % at 12.6 µM. AH1F fibroblasts, Alexa488-fibronectin deposition fluorescence, overnight. 350,000 compounds, 0.086% hits;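 active = mean inhibition across replicates of 30% or more, regardless of how many single replicates reach that level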;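 also: positive control wells lacked labelled fibronectin entirely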
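Schedule: 1 h cell adhesion before compound, then overnight fibronectin incubation; test system: AH1F fibroblast monolayer depositing Alexa488-labelled fibronectin into matrix; quantity: 10000 AH1F cells per well; probe or stimulus: fluorescent fibronectin at 24 nM final; signal: fluorescence, ex 485 nm, em 525 nm; evaluation: percent inhibition as loss of matrix-bound fibronectin fluorescence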
RAD54 inh – RAD54 (human) branch migration inhibition; Q92698; RAD54 Holliday junction branch migration, FAM/BHQ fluorescence; inhibition, % at 10.4 µM; 360,000 compounds, 0.14% hits;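 active = mean normalized replicate activity at least 40 and at least half of replicates scoring 40 or more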;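 also: 0% = median of neutral control wells and 100% = median of positive control wells; inhibitors cause a drop in the FAM fluorescence signal; in these data hits start at about 50%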
E-selectin induc – induces E-selectin expression in human endothelial cells; P16581; HUVEC E-selectin immunofluorescence imaging; normalized: neutral wells 0, TNF-alpha wells 100; activation, % at 7.58 µM; 260,000 compounds, 0.37% hits; AID 686992;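 active = mean E-selectin-positive cell signal at least 10% of the positive control, reached in at least 60% of replicates, without over 20% cell loss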;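 also: in these data hits start at about 27%; measured in HUVEC primary endothelial cells; signal is the percent of cells scored E-selectin positive by PE staining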
Target sequence (P16581 whole entry, looked up): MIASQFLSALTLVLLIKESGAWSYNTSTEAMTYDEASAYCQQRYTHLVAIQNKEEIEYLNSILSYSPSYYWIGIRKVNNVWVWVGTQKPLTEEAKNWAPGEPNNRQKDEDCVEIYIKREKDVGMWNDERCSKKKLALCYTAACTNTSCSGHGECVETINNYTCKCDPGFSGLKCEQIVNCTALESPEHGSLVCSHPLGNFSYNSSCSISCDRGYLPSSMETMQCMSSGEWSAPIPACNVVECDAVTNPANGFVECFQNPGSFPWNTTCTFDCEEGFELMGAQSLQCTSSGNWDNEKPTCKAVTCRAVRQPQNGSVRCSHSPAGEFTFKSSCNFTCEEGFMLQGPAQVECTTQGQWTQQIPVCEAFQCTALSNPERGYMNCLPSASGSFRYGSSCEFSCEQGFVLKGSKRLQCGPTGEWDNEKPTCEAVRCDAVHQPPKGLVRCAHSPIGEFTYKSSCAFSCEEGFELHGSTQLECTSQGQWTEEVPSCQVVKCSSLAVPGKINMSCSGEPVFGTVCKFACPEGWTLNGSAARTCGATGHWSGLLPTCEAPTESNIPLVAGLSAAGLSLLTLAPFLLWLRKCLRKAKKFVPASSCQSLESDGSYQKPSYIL
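Read-out basis: % PE-positive cells; Test system: HUVEC primary endothelial cells; Technique: immunofluorescence imaging; Dosing: single-point compound dose.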
Active calls of the source: *; · = no result given; & = joins results of further samples.

SMILES	esBAF inh	Xi reactivation	RAD52 inh	EWS-Fli inh	S100A4 inh HTS	FN deposit inh	RAD54 inh	E-selectin induc
COc1cccc(N2CC(C)Cn3c2nc2c3c(=O)n(CCN3CCOCC3)c(=O)n2C)c1 (configuration not stated)	-8	·	-6	·	-1	·	5	·
O=C(c1ccc(-n2nc(C(F)(F)F)c3c2CCCC3)cc1)N1CCOCC1	·	0.0	-4	0	-2	-11	·	·
C[C@H](O)[C@@H]1CN2CCc3c([nH]c4ccccc34)[C@@H]2C[C@@H]1N(C)Cc1cc(Cl)cc(Cl)c1	3	0.2	-61	1	9	-2	-1	15
O=C1C(C2=NC(c3ccccn3)C3C(=O)N(c4ccc(Cl)cc4Cl)C(=O)C23)=C(O)c2ccccc21 (configuration not stated)	·	-0.1	-14	22	6	5	·	0.5
O=C(N[C@H]1CC[C@@H](CCn2cc(C3(O)CCCC3)nn2)O[C@@H]1CO)c1ccccc1F	-2	-0.2	-9	1	10	2	-1	-0.4
CSc1cccc(CNC(=O)C2CCC(=O)N(Cc3cccc(C(F)(F)F)c3)C2)c1 (configuration not stated)	39	0.3	-9	-96	8	-9	-9	·
CC(=O)c1ccc(N2CCN(S(=O)(=O)c3ccc4c(c3)NC(=O)CC(=O)N4)CC2)cc1	31	0.1	-13	-27	2	12	-3	·
Cc1ccc2nc(-c3ccc(Br)cc3)cc(C(=O)NCC3CCCO3)c2c1 (configuration not stated)	23	0.2	1	-33	-4	-6	2	·
COCCNC(=O)C(=O)Nc1cc2c3c(c1)CCC(=O)N3CCC2	-2	0.0	-6	9	-4	4	-4	-0.5
CCCCCCCc1nn2c(=O)cc(O)nc2s1	·	0.0	·	·	·	13	-3	0.5
CC(=O)N1CCCC(C)(C(=O)N(C)Cc2cccc3ccccc23)C1 (configuration not stated)	-14	0.0	-10	3	-2	6	15	0.0
Cc1c(C(=O)NNC(=O)c2csc(N3CCOCC3)n2)oc2ccc(Br)cc12	2	0.1	-22	-15	-3	7	6	-0.2
CC(/C=N/NC(=O)NC1CCCCC1)=C\c1ccccc1	·	0.2	-9	-31	-4	-7	·	9.3
Nc1ccc(S(=O)(=O)c2ccc(N)cc2)cc1	-6	0.4	-12	-13	-2&-3	0&-2	8	0.9
COc1ccc(CN2C[C@@H](O)COC[C@@H]3O[C@H](CC(=O)NCc4ccccc4Cl)CC[C@H]32)cc1	9	0.1	6	-17	9	14	1	0.0
O=C(N/N=C/c1cn(CC(=O)N2CCOCC2)c2ccccc12)c1cccnc1	-3	-0.1	3	-2	-2	-4	·	·
CCOC(=O)N1CCN(C(=O)CSCC(=O)Nc2nc(-c3ccc(C)cc3)cs2)CC1	29	-0.1	-21	-33	-7	-1	-7	·
CCOc1ccc(/C=C2\CCC(C3CCCC3)C2=O)cc1OC (configuration not stated)	17	0.0	0	-65	-7	3	·	-0.3
CCC(=O)N1CCc2cc(Br)cc(S(=O)(=O)N3CCCCC3CC)c21 (configuration not stated)	-4	0.0	-2	-21	-1	25	-7	·
CO[C@@H]1CN(C)C(=O)c2cc(NC(C)=O)ccc2OC[C@@H](C)N(C(=O)c2cnccn2)C[C@@H]1C	-11	0.0	-22	-4	-9	4	-4	-0.1
CC(=O)Nc1ccc(S(=O)(=O)NC2Cc3ccccc3C2)cc1	2	-0.1	-3	-88	3	0	1	0.5
C=CCn1c(SCC(=O)N2CCCCC2)nnc1-c1ccncc1	·	0.2	-13	11	-3	-9	·	·
C[C@@H]1CCCCO[C@@H](CN(C)C(=O)C2CCCCC2)[C@@H](C)CN([C@H](C)CO)C(=O)c2cc(NC(=O)c3ccccc3)ccc2O1	0	0.7	-1	5	5	·	-7	0.1
COc1ccc(OC)c(CN2CCN(C(=O)c3ccc(F)cc3)CC2)c1	3	0.2	-12	8	-11	0	-3	·
C[C@@H]1CN([C@@H](C)CO)C(=O)Cc2cc(NC(=O)NC3CCCCC3)ccc2O[C@@H]1CN(C)S(=O)(=O)c1ccc(F)cc1	2	-1.1	3	10	-48	·	4	0.7

Brought forward from above: five entries, followed by the next part.
SMILES	esBAF inh	Xi reactivation	RAD52 inh	EWS-Fli inh	S100A4 inh HTS	FN deposit inh	RAD54 inh	E-selectin induc
CC(=O)Nc1ccc(S(=O)(=O)NC2Cc3ccccc3C2)cc1	2	-0.1	-3	-88	3	0	1	0.5
C=CCn1c(SCC(=O)N2CCCCC2)nnc1-c1ccncc1	·	0.2	-13	11	-3	-9	·	·
C[C@@H]1CCCCO[C@@H](CN(C)C(=O)C2CCCCC2)[C@@H](C)CN([C@H](C)CO)C(=O)c2cc(NC(=O)c3ccccc3)ccc2O1	0	0.7	-1	5	5	·	-7	0.1
COc1ccc(OC)c(CN2CCN(C(=O)c3ccc(F)cc3)CC2)c1	3	0.2	-12	8	-11	0	-3	·
C[C@@H]1CN([C@@H](C)CO)C(=O)Cc2cc(NC(=O)NC3CCCCC3)ccc2O[C@@H]1CN(C)S(=O)(=O)c1ccc(F)cc1	2	-1.1	3	10	-48	·	4	0.7
CNC[C@@H]1Oc2cc(C#CC3CCCCC3)ccc2S(=O)(=O)N([C@@H](C)CO)C[C@@H]1C	-7	-0.8	12	56*	2	2	2	1.7
COc1cc(/C=C(\C#N)C(=O)NCC2CCCO2)cc(OC)c1OC (configuration not stated)	-6	0.0	-10	-3	4	-6	-3	·
COc1ccccc1CNS(=O)(=O)c1ccc(-n2cccn2)cc1	5	0.0	3	2	2	12	8	·
C[C@@H]1CN([C@H](C)CO)C(=O)Cc2cc(NC(=O)Nc3ccc(C(F)(F)F)cc3)ccc2O[C@@H]1CN(C)S(=O)(=O)c1cccs1	-2	0.1	-2	-5	-10	·	3	8.8
COc1ccc(OC)c(Cc2nnc(CCC(=O)N3CCCCC3c3nccs3)o2)c1 (configuration not stated)	48*	-0.3	-23	-94	-4	1	1	0.8
CCCCC1=CC2=C(c3ccco3)C(=O)C(C)(OC(=O)c3ccc(OC)cc3)C(=O)C2=CN1C1CCCCC1 (configuration not stated)	-2	·	-66	·	-11	·	-7	·
COCCCNC(=O)c1cc(Sc2nnc(C)s2)nc2ccccc12	1	-0.2	5	14	4	-2	-2	1.4
Cc1ccc(CN2CC(C(=O)N(Cc3nnc(-c4ccccc4Cl)o3)C3CC3)CC2=O)cc1 (configuration not stated)	0	-0.1	10	4	-1	-7	-5	5.7
S=C(NN=C(c1ccccc1)c1ccccn1)N(Cc1ccccn1)Cc1ccccn1	·	-0.2	-13	7	-12	3	·	0.4
COCC#Cc1cnc2c(c1)C(=O)N([C@H](C)CO)C[C@@H](C)[C@H](CN(C)C(=O)C1CCCCC1)O2	1	0.0	0	0	-4	·	-5	0.7
COc1ccc(C2=NOC(c3nnc(-c4ccccc4)o3)C2)cc1 (configuration not stated)	5	0.0	-11	-13	-1	-4	3	-0.1
COC(=O)CNC(=O)C1CCN(S(=O)(=O)c2cnc[nH]2)CC1	-1	0.7	-8	-3	-1	-15	8	·
Cc1noc(C)c1S(=O)(=O)Nc1ccc2c(c1)C(=O)N([C@@H](C)CO)C[C@@H](C)[C@@H](CN(C)Cc1ccc(C(=O)Nc3ccccc3N)cc1)O2	-22	-0.1	19	48	-1	-29	-3	1.1
CCN1CCN(c2cc(C)c3cc(NC(=S)N(C)Cc4ccccc4)ccc3n2)CC1	-8	0.1	23	7	-1	13	18	0.3
CC(=O)NC(Cc1cccc(C)c1)C(=O)NC1CCN(S(=O)(=O)c2ccccc2)CC1 (configuration not stated)	0	0.2	-7	-4	2	3	-2	0.1
Cn1nccc1C(=O)Oc1ccc(/C=N/NC(=O)c2ccccc2O)cc1	·	0.1	-5	-7	-2	-11	·	·
CC(=O)c1cccc(NC(=O)C(C)OC(=O)c2ccc3ncsc3c2)c1 (configuration not stated)	11	-0.1	-36	-1	1	-7	-5	·
O=C(O)CC(C(=O)O)N1C(=O)/C(=C/C=C/c2ccco2)SC1=S (configuration not stated)	-2	-0.1	-134	-83	-20	7	13	0.0
Cn1cnc(CCNC(=O)[C@H]2[C@H](CO)[C@H]3Cn4c(cccc4=O)[C@H]3N2C(=O)Nc2ccccc2)c1	7	0.1	-7	0	11	-4	1	-0.1
COc1ccc2c3c(n(C)c2c1)[C@H](CO)N(Cc1ccccc1)CC31CCN(C(=O)c2ccccc2F)CC1	·	0.0	-123	31	8	·	·	-0.3
COc1cc(OC)cc(N(C(=O)c2ccco2)C(C(=O)NC2CCCC2)c2ccc(N3CCOCC3)cc2)c1 (configuration not stated)	1	0.3	-10	7	-3	4	-12	·
CC(C(=O)Nc1cc(C(F)(F)F)ccc1N1CCOCC1)N1C(=O)C2CCCCC2C1=O (configuration not stated)	-10	0.2	-13	2	-5	-10	-12	1.9
CCN(Cc1ccc(C#CCCO)cc1)CC1CCCN(CCc2cccc(OC)c2)C1 (configuration not stated)	9	0.1	-33	14	-5	4	2	·
COc1ccc(/C=C/C(=O)c2ccoc2)cc1	33	·	-21	·	-7	·	6	·
Cn1c(=O)n(C)c2cc(S(=O)(=O)Nc3ccccc3C(=O)O)ccc21	2	0.1	-10	7	-3	-18	-13	·

The listing continues.
SMILES	esBAF inh	Xi reactivation	RAD52 inh	EWS-Fli inh	S100A4 inh HTS	FN deposit inh	RAD54 inh	E-selectin induc
O=C(CNC(=O)c1cccc(Br)c1)N/N=C/c1cccnc1	5	0.3	-3	-11	-2	-10	2	·
C[C@H](O)C#Cc1cnc2c(c1)C(=O)N([C@@H](C)CO)C[C@H](C)[C@@H](CN(C)C(=O)c1ccccc1)O2	1	-1.0	-3	-5	-21	-3	8	0.5
COc1ccc(CCNC(=O)c2cc(S(=O)(=O)N3CCCCC3)c[nH]2)cc1OC	1	-0.4	-5	4	6	-2	12	·
C#CC[N+]1(CC#Cc2ccc(C)cc2)CCCCC1	·	0.0	36	-5	13	3	·	·
COc1ccc(NC(=O)N[C@@H]2CC[C@@H](CCNS(=O)(=O)c3ccccc3F)O[C@H]2CO)cc1	-4	0.6	3	3	3	-4	7	-0.2
O=C(c1cc(C2CC2)nn1-c1ccccc1)N1CCN(S(=O)(=O)c2ccc(F)cc2)CC1	0	0.0	-12	-2	-1	8	-4	·
CC12C(=O)N(c3ccccn3)C(=O)C1C1C=CC2C1 (configuration not stated)	-19	0.0	-23	-3	-8	5	3	·
CCN1CCN(C(=O)c2cc(COc3ccc(F)cc3F)on2)[C@@H](C)C1=O	3	0.0	3	·	-2	-3	11	·
CC(C)(C)n1nc2c(c1NC(=O)CCCc1ccccc1)CS(=O)C2 (configuration not stated)	2	-0.2	-5	1	4	1	-1	0.0
COc1cccc(CC(=O)NCC2CCN(C(=O)C(=O)c3cccs3)CC2)c1	·	0.2	-7	-20	1	5	·	0.1
Cc1ccc(N2C(=O)c3ccc(C(=O)N4CCN(Cc5ccccc5)CC4)cc3C2=O)cc1	-2	-0.3	-15	1	-1	-9	-4	·
CN(C)C(=O)c1ccc(-c2ccc(C3[C@@H]4CN(C(=O)C5CCCC5)C[C@H]3N4)cc2)cc1 (some centres not stated)	·	0.0&0.0	-12&-2	-2&10	-8&-10	7&-6	·	0.7&0.0
